# Bioassay records (PubChem)
# NPSR antag = blocks cAMP signaling of the human neuropeptide S receptor; 1% of 220,000 active; Potency, µM (top dose mostly 38.3 µM), inactives show at the top dose activity change, negative = inhibition, most hits filed as inhibitors; Q6W5P4; CHO-NPSR cells, cAMP TR-FRET, antagonist mode; AID 1461; also: potency is read from the fitted curve at half-maximal effect; % is scaled to controls: 0 for no effect and ±100 for the full control effect; nearly all actives have a fitted effect of over 50% in size; many of its hits are not listed in these tables
# CBFb RUNX1 block = CBF-beta/RUNX1 interaction disruption | 230,000 tested, under 10 active | Potency, µM (series often up to 59.8 µM), inactives show at the top dose activity, negative = inhibition, actives largely listed as inhibitors | AID 1477 | Q01196+Q13951 | AlphaScreen CBFb-His/RUNX1-biotin binding, biochemical; also: % of control where 0% means no effect
#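 His-tagged CBF-beta and biotinylated RUNX1 (30 nM each) were premixed 20 min at room temperature, exposed to compound for 15 min, then given nickel-chelate and streptavidin AlphaScreen beads (50 ng each). After 90 min, AlphaScreen signal was read.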
# aGal spleen mod = inhibitors or activators of human alpha-galactosidase in spleen homogenate | P06280 | human spleen homogenate, 4MU-alpha-Gal fluorescence, 40 min | Potency, µM (highest dose often 80 µM), for inactives: at the top dose activity change, negative = inhibition, usual class: inhibitors | 0.008% of 240,000 active;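 also: potency is read from the fitted curve at half-maximal effect; 0% = enzyme with vehicle and -100% = no enzyme basal signal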
# Target sequence (P06280 32-429 limits assumed): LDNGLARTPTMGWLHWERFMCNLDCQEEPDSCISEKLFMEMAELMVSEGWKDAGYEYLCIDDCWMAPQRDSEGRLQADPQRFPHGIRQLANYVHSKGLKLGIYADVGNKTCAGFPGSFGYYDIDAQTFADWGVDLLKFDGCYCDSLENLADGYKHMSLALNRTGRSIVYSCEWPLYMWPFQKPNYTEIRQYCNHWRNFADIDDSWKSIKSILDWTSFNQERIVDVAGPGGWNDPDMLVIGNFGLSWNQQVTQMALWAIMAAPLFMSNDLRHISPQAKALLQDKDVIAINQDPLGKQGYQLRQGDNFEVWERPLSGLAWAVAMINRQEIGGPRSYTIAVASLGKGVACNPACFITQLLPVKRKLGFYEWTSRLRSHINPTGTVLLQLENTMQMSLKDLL
#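 Spleen homogenate 1 ug + cpd (titration) + 4-MU-alpha-D-galactopyranoside 1 mM; 37C 40 min; 50 mM citrate/phosphate pH 5.0, 0.01% Tween-20; stop pH 10; fluorescence 365/440; AC50 via Hill.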
# Tau fluor cs = counter-screen for tau fibril formation inhibitors | Potency, µM (doses to about 57.7 µM), inactives show top-dose activity change, negative = decrease | tau K18 P301L Alexa594 fluorescence, heparin fibrillization | 0.93% of 280,000 active | AID 1463; also: potency is read from the fitted curve at half-maximal effect; % is scaled to controls: 0 for no effect and ±100 for the full control effect; nearly all actives have a fitted effect of over 55% in size
#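 Human tau K18 P301L (15 uM unlabeled, 0.24 uM Alexa 594-labeled) in 100 mM sodium acetate pH 7 with 20 uM heparin, 6 hr at 37 C. ThT 30 uM added, 1 hr ambient; Alexa 594 FP and total fluorescence read at 555/632 nm.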
# Epigenetic reg = derepresses silenced GFP reporter in murine cells; murine LDR cells, GFP reporter derepression, 30 h; Potency, µM (series often up to 53.9 µM), for inactives: at the top dose GFP activation, usual class: activators; 0.2% of 280,000 active; also: potency is read from the fitted curve at half-maximal effect; % of control where 0% means no effect; nearly all actives have a fitted effect of over 60% in size
#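 GFP-positive cell count by laser-scanning cytometry (objects 20–120 um) after 30 h, 37 C compound exposure of murine LDR cells; reporter is CMV-GFP integrated at a silenced locus, inducible by HDAC or DNMT inhibitors.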
# TRb-SRC2 inh = inhibitors of human thyroid hormone receptor beta-SRC2 interaction; TRbeta-SRC2 peptide binding, fluorescence polarization; receptor liganded with 1 µM T3; Potency, µM (doses to about 106 µM), without a hit: top-dose activity change, negative = inhibition, most hits filed as inhibitors; 0.065% of 280,000 active; AID 1469;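 also: potency is read from the fitted curve at half-maximal effect; plate controls were bound peptide for no effect and peptide without receptor for full effect; nearly all actives have a fitted effect of over 50% in size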
# Target sequence (P10828 whole entry, looked up): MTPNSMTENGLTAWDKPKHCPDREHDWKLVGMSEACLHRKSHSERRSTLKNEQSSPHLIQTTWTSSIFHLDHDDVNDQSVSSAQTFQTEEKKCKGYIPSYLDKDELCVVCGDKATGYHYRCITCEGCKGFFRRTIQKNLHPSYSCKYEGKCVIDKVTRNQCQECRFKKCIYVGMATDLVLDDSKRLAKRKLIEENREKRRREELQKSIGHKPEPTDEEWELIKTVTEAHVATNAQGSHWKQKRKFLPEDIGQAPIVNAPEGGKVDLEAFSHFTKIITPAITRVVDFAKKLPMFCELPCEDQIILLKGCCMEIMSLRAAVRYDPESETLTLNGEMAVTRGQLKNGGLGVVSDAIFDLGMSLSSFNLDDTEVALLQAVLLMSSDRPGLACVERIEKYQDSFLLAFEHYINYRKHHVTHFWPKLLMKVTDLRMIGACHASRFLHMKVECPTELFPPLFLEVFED
#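 Human TRb LBD (0.6 uM) plus Texas Red-labeled SRC2 peptide (20 nM), 1uM T3, 5% DMSO, 5 hr at ambient temperature. Decreased polarization (555/632 nm) flags inhibition; data normalized to free and bound peptide controls.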
# Tau FP inhib = inhibitors of human tau fibril formation. Potency, µM (series often up to 57.7 µM), for inactives: top-dose activity, negative = inhibition, most hits filed as inhibitors. 0.39% of 280,000 active. K18 P301L tau heparin fibrillization, Alexa594 FP, 6 h. AID 1468. P10636; also: potency is read from the fitted curve at half-maximal effect; % is scaled to controls: 0 for no effect and ±100 for the full control effect; nearly all actives have a fitted effect of over 55% in size
# Target sequence (P10636 561-689 P618L limits assumed): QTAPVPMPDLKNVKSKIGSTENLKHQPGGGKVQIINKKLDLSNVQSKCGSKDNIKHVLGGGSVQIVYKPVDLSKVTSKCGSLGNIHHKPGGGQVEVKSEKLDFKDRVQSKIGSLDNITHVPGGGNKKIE
#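 Compound effects on tau fibrillization are measured by Alexa 594 fluorescence polarization (ex 555, em 632 nm). K18 P301L tau is used at 15 uM with 0.24 uM labeled tracer, and 20 uM heparin induces aggregation over 6 hr at 37 C.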
# TexasRed fluor = Texas Red fluorescence interference in TRb-SRC2 counter-screen | 0.29% of 280,000 active | TRb/SRC2 Texas Red total fluorescence interference | Potency, µM (doses to about 106 µM), for the others: at the top dose fluorescence change, negative = quenching; active = well fitted curve in either direction with a large enough effect; inconclusive = small, poorly fitted or top-dose-only effect; also: potency is read from the fitted curve at half-maximal effect; % is scaled to controls: 0 for no effect and ±100 for the full control effect
#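 Flags fluorescent or light-absorbing compounds by total fluorescence, S + 2P, at 555 nm excitation and 632 nm emission. Mixture: 20 nM Texas Red SRC2 peptide, 0.6 uM human TRb LBD, 1 uM T3, 5% DMSO; compound exposure 5 h at ambient temperature.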
# Starred values were filed as active, the others as inactive; ? = inconclusive; . = no result given; & = joins results of further samples; [ ] = dose if it differs, or a comment. Unless noted, calls follow the shape of the dose curve; as a rule, active = well fitted curve in the direction sought with a large enough effect; inconclusive = small, poorly fitted or top-dose-only effect, or another doubt; inactive = no such curve, though single readings can be large; an effect the other way counts as inactive or inconclusive. Not all compounds are listed; count on the stated rates, not on these rows.
SMILES,NPSR antag,CBFb RUNX1 block,aGal spleen mod,Tau fluor cs,Epigenetic reg,TRb-SRC2 inh,Tau FP inhib,TexasRed fluor
CCOc1ccc(Oc2c(C)oc3cc(O)ccc3c2=O)cc1,15%,-5%,-6%,?,1.1%,0%[53 µM],-1%,-2%[53 µM]
Cc1ccc(CNC(=O)C(=O)NCC(c2ccco2)S(=O)(=O)c2ccccc2)cc1 (stereo unspecified),.,.,.,1%,1.7%,0%,-4%,-2%
COc1cc2ccccc2cc1C(=O)Nc1cc(-c2nc3ccccc3o2)ccc1C,.,.,.,-9%,-1.6%,-1%,-4%,3%
CCOC(=O)N1CCN(CCC(=O)Nc2cc(OC)cc(OC)c2)CC1,-3%[46.1 µM],-1%,2%,1%,-2.0%,5%,6%,1%
CN(CC(=O)Nc1ccncc1)S(=O)(=O)c1ccc(Br)cc1,-25%[46.1 µM],2%,2%,-6%,2.1%,-4%,-5%,-5%
O=C(NCc1cccnc1)C1CCCN(S(=O)(=O)c2ccc(Cl)cc2)C1 (stereo unspecified),8%[46.1 µM],10%,4%,9%,0.0%,4%,1%,-3%
O=C(Nc1cccnc1)C1(c2ccccc2)CCCC1,-8%[46.1 µM],4%,-2%,-4%,-0.9%,-8%,4%,-5%
Cc1nnn(C23C[C@@H]4C[C@@H](CC(C(=O)N5CCN(c6ccccc6)CC5)(C4)C2)C3)n1,1%,1%,4%,-13%,0.1%,8%,15%,-4%
Brc1ccc(/C=N/c2nc3ccccc3n2CCN2CCOCC2)cc1,5%,-3%,10%,8%,-3.8%,-5%,3%,1%
CN(Cc1ccccc1)C(=O)Cn1c(=O)c2cccn2c2ccc(F)cc21,.,.,.,3%,0.0%,-4%,?,0%
CC1(C)CC(=O)C(C=NCC(O)c2ccccc2)=C(O)C1 (stereo unspecified),-8%[46.1 µM],5%,-2%,-2%,-2.1%,-17%,-9%,2%
CCOC(=O)C(Sc1nn(C)c(=S)s1)C(C)=O (stereo unspecified),-18%[46.1 µM],2%,0%,-5%,6.6%,4%,2%,-2%
COc1cc(OC)cc(C(=O)NC(C)c2ccc(Br)cc2)c1 (stereo unspecified),-31%,-9%,17%,1%,4.3%,0%,2%,-5%
Cc1ccc2nc(N3CCN(Cc4ccc(F)cc4)C3=O)c(C)cc2c1,-20%[46.1 µM],15%,2%,-6%,-0.7%,-6%,11%,-1%
COc1ccc(C2=NOC(C(=O)Nc3cc(C)on3)C2)cc1OC (stereo unspecified),12%,7%,-4%,2%,?,-2%,1%,-2%
CC(C)(C)OC(=O)NC(=NCCCc1cn(CC(=O)N2CCN(C(=O)OC(C)(C)C)CC2)nn1)NC(=O)OC(C)(C)C,-7%,9%,?,0%,-2.9%,-11%,-6%,0%
CC1CN(C2CCN(C(=O)COc3ccccc3)CC2)CC(C)O1 (stereo unspecified),-5%[46.1 µM],1%,2%,2%,-1.0%,6%,6%,-3%
COc1ccc(CNC(=O)C(C)Cc2ccccc2)cc1O (stereo unspecified),21%,4%[2.36 µM],7%&-10%,-4%&3%,-1.2%&0.3%,0%&4%,2%&4%,0%&-9%
C=CCN1C(=O)C2C3CC(=O)C(c4ccccc43)C2C1=O (stereo unspecified),4%,-1%,3%,6%,6.0%,0%,-3%,2%
COc1ccc(-n2c(=O)cc(N3CCN(c4ccccc4F)CC3)[nH]c2=O)cc1,-7%[46.1 µM],0%,-15%,2%,-1.1%,3%,4%,0%
COc1ccc(C(=O)N2CCN(S(=O)(=O)c3cc(Cl)ccc3OC)CC2)cc1,-15%[46.1 µM],8%,2%,-7%,0.9%,6%,-3%,2%
CC1CCN(CC(O)COc2cccc(F)c2)CC1 (stereo unspecified),1%[46.1 µM],2%,1%,-1%,-7.1%,-18%,0%,-2%
CC(=O)c1c(C)oc2ccc(NS(=O)(=O)c3ccc(O)c(C(=O)O)c3)cc12,6%[46.1 µM],10%,7%,-6%,0.0%,7%,-3%,0%
O=C(CSc1nnc(-c2ccncc2)o1)Oc1ccccc1,-9%[46.1 µM],7%,2%,1%,0.0%,-4%,10%,-3%
CC(C)(O)C#Cc1ccc(C(=O)NCc2ccccc2F)cc1,0%,-4%,-11%,-8%,-1.0%,-11%,-4%,-1%
COC(=O)CSC1=C(C#N)C(c2ccc3c(c2)OCO3)C2=C(CCCC2=O)N1 (stereo unspecified),-5%[46.1 µM],-2%,3%,-6%,0.0%,-2%,11%,4%
O=C(CN1C(=O)COCC1=O)N1CCOCC1,2%[46.1 µM],10%,3%,1%,0.0%,-2%,-4%,-2%
CC(=O)c1ccc(N2CCN(C(=O)C3CCN(S(=O)(=O)c4c(C)noc4/C=C/c4ccccc4F)CC3)CC2)cc1,.,.,.,-9%,-1.7%,3%,3%,-2%
COc1ccccc1C(=O)Nc1ccc(N2CCN(C(C)=O)CC2)cc1,2%,-1%,7%,-7%,-5.1%,5%,3%,-1%
COc1ccc(NC(=O)C(c2ccc(C)cc2)N(C)C(=O)CNC(C)=O)cc1 (stereo unspecified),-9%[46.1 µM],2%,4%,-1%,-3.9%,-5%,10%,0%
O=C(c1cc2ccccc2c(=O)o1)N1CCCC1,6%,-2%,2%,5%,-4.8%,-2%,5%,0%
O=c1[nH]c(CN2CCN(c3ncccn3)CC2)nc2c(Br)cc(Br)cc12,10%,5%,9%,-16%,0.0%,-3%,?,2%
CC(=O)NCC(=O)OC(C)C(=O)Nc1ccc(C(C)=O)cc1 (stereo unspecified),17%[46.1 µM],4%,2%,2%,-4.8%,3%,-2%,-2%
CCn1c(C)nc2cc(-c3nnc(-c4c(-c5ccccc5)noc4C)o3)ccc21,?,0%,-14%,3%,-5.3%,-8%,4%,-3%
Cc1ccc(Cn2c(C(=O)Nc3ccc(Cl)cc3)cc3sccc32)cc1,.,.,.,?,9.6%,-3%,?,-1%
COc1ccc(OC)c(NC(=O)c2oc(=O)c3ccccc3c2-c2ccccc2)c1,.,.,.,-16%,0.5%,19%,-10%,-1%
O=C(O)c1ccc(N=C2SCC(=O)N2Cc2ccccc2)cc1,8%,4%,-1%,-8%,-4.8%,-5%,-5%,1%
CC(C)(C)c1ccc(S(=O)(=O)/C=C/C#N)cc1,20µM*,-4%,2%,0%,-0.1%,3%,-9%,1%
CCCCNC(=O)C1CCC(Cn2c(=O)c3sccc3n(CC(=O)Nc3ccccc3)c2=O)CC1 (stereo unspecified),.,.,.,1%,16%,2%,-12%,-28%
COc1cccc2c1OCC(C(=O)NCc1ccc(Cl)cc1Cl)=C2,0%[46.1 µM],-1%,-12%,?,0.0%,-17%,-15%,-1%
COC(=O)c1ccccc1NC(=O)CSc1n[nH]c(-c2cccnc2)n1,11%,5%,-10%,0%,3.0%,2%[53 µM],0%,1%[53 µM]
Cc1cc(Nc2c(C#N)c(N)nn2C)ccc1F,9%,15%,-5%,-1%,-1.5%,-4%,3%,1%
CCCCNC(=S)N(C)/N=C/c1ccc(F)cc1,5%,?,14%,10%,-1.5%,-9%,3%,-2%
CC(=O)Nc1ccc(S(=O)(=O)NNC2=NS(=O)(=O)c3ccccc32)cc1,18%,-5%,-3%,-2%,2.5%,0%,1%,-4%
CCOc1ccc(CN2CCc3nc(Nc4ccc5c(c4)OCCO5)ncc3C2)cc1,.,.,.,?,-0.2%,-8%,?,-2%
CCOc1ccccc1C1C2CCCCC2(O)CCN1C(=O)c1cccs1 (stereo unspecified),-6%,-2%,-7%,-1%,0.0%,0%,2%,0%
COc1ccc(NC(=O)COC(=O)CNS(=O)(=O)c2ccc(F)c(F)c2F)cc1OC,13%,-3%,-9%,-6%,-0.1%,3%,12%,-32%
Cc1cc(C(=O)N/N=C/c2ccncc2)c(C)o1,31%,3%,6%,-14%,0.1%,-2%,-10%,-3%
COCc1cc(CN2CCCC(CNC(=O)c3ccc(F)cc3)C2)ccc1OC (stereo unspecified),-10%,18%,6%,1%,-1.2%,-4%,-3%,-6%
Cc1ccc(S(=O)(=O)c2nnn3c2nc(N2CCCC2)c2sccc23)cc1,.,.,.,-10%,-0.6%,4%,4%,-1%
CC(=O)c1cc(OC(=O)c2ccncc2)ccc1OC(=O)c1ccncc1,9%[46.1 µM],9%,3%,-5%,-1.9%,0%,10%,-3%
CC(C)C(=O)Nc1nnc(SCC(=O)NCc2ccco2)s1,10%,1%,3%,1%,1.1%,-4%,1%,-22%
Cc1noc(C)c1COC(=O)COc1ccc(-c2ccccc2)cc1,-3%,21%,5%,-21%,-1.8%,-1%,-1%,0%
C=CCn1c(C(C)NC(=O)c2ccc(C)cc2)n[nH]c1=S (stereo unspecified),17%,12%,-4%,-6%,1.1%,5%,-2%,2%
C(=C\c1nc(-c2ccccc2)oc1Nc1ccc2ccccc2c1)/c1ccccc1,.,-2%,0%,-5%,-1.1%,4%,8%,-2%

# Of the compounds above, these have bromine:
SMILES,NPSR antag,CBFb RUNX1 block,aGal spleen mod,Tau fluor cs,Epigenetic reg,TRb-SRC2 inh,Tau FP inhib,TexasRed fluor
CN(CC(=O)Nc1ccncc1)S(=O)(=O)c1ccc(Br)cc1,-25%[46.1 µM],2%,2%,-6%,2.1%,-4%,-5%,-5%
Brc1ccc(/C=N/c2nc3ccccc3n2CCN2CCOCC2)cc1,5%,-3%,10%,8%,-3.8%,-5%,3%,1%
COc1cc(OC)cc(C(=O)NC(C)c2ccc(Br)cc2)c1 (stereo unspecified),-31%,-9%,17%,1%,4.3%,0%,2%,-5%
O=c1[nH]c(CN2CCN(c3ncccn3)CC2)nc2c(Br)cc(Br)cc12,10%,5%,9%,-16%,0.0%,-3%,?,2%
